Screens: PubChem, The Scripps Research Institute Molecular Screening Center
TAAR1 ag – agonists of human TAAR1; CHO RD-HGA16 TAAR1, Fluo-8 calcium fluorescence; vehicle wells 0%, saturating PEA agonist 100%; activation, % at 3 µM; 360,000 tested, 0.99% active; AID 624467;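 active means activation above the mean activation of all test compounds in the run plus 3 SD, cut at about 38% in these data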
Target sequence (Q96RJ0 whole entry, looked up): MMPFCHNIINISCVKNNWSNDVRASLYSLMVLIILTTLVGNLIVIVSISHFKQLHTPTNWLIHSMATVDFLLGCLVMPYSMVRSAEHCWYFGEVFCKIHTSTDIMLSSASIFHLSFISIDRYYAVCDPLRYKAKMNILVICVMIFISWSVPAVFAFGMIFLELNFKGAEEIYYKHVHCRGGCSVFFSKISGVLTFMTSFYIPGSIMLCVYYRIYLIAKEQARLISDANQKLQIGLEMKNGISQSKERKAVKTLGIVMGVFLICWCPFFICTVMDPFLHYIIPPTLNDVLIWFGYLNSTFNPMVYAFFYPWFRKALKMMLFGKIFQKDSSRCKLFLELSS
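Repeats: no replicates (n 1) | Material: CHO-derived RD-HGA16 cells with stable Gα16 and human TAAR1 | Technique: Kinetic Fluo-8 calcium fluorescence | Schedule: 17-24 h seeding, 75 min 37 °C dye, 30 min RT | Evaluation: % activation from peak over basal fluorescence ratio, DMSO-to-PEA scaled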
OXTR agonist – activates the human oxytocin receptor; CHO-OTR cells, Fluo-8 calcium fluorescence; normalized: DMSO 0%, oxytocin 100%; P30559; activation, % at 3 µM; 320,000 tested, 0.32% active;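 active means activation above the mean of all tested compounds plus 3 SD, cutoff set per screening run, cut at about 20% in these data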;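 further: peak over basal fluorescence ratio from a 100 s FLIPR kinetic read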
TAAR1 antagonist – human TAAR1 antagonism | Q96RJ0 | CHO RD-HGA16 TAAR1, Fluo-8 calcium fluorescence, antagonist | inhibition, % at 3 µM | 360,000 tested, 1.5% active | AID 624466;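 active means inhibition above a per-plate cutoff, the mean inhibition of test compounds on that plate plus 3 SD, cut at about 49% in these data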;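 further: 0% = DMSO plus EC80 beta-PEA response and 100% = DMSO alone without agonist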
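Test system: RD-HGA16 CHO cells with stable hTAAR1 and Gα16 / Probe or stimulus: EC80 β-phenethylamine stimulus / Times: seeding 17-24 h prior, 75-min 37 °C, 30-min RT dye loading / Detection: Fluo-8 calcium-sensitive fluorescence / Read-out basis: % inhibition scaled between DMSO and EC80 PEA controls / Repeats: singlicate, one well per test compound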
V1R ag counter – activates human V1a receptor in oxytocin agonist counter-screen; P37288; CHO-V1R cells, Fluo-8 calcium fluorescence, agonist mode; 0% DMSO, 100% 3 nM vasopressin; activation, % at 3 µM; 320,000 tested, 0.25% active; AID 2797;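 active means activation above the mean activation of all tested compounds plus 3 SD, per screening run, cut at about 20% in these data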;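 further: signal is peak over basal fluorescence ratio across a 100 second FLIPR read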
M1 PAM – positive allosteric modulators of human M1 muscarinic receptor; P11229; CHO-K1 hM1, Fluo-8 calcium fluorescence, ACh EC20; 0% = ACh EC20, 100% = maximal ACh; activation, % at 3 µM; 360,000 tested, 0.088% active; AID 588819; in the data active means activation above about 19%, passing the limit was not always enough
Target sequence (P11229 whole entry, looked up): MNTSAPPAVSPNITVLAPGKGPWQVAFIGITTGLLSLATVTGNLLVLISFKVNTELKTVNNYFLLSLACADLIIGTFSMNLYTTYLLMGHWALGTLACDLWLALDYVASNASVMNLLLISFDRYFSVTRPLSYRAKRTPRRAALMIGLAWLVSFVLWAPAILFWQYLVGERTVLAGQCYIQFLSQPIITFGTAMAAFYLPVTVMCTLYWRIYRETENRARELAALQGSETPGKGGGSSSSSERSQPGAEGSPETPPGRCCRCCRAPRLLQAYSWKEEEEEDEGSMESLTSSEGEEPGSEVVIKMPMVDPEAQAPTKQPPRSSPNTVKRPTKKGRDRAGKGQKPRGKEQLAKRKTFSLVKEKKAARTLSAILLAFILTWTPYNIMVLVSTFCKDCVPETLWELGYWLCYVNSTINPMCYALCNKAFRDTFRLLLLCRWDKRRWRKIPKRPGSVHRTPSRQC
CHO parental Ca – counter-screen for OX1R antagonists: effect in parental CHO cells | parental CHO-K1, ATP-induced calcium, Fluo-8 fluorescence | inhibition, % at 5.6 µM | 330,000 tested, 0.63% active | AID 463079;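 active means inhibition above that plate's mean sample inhibition plus 3 SD, cut at about 26% in these data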;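 further: 0% = ATP-challenged DMSO wells and 100% = DMSO wells without ATP; some compounds past the cut are filed as inactive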
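Material: Parental CHO cells | Reagent: ATP | Compound dosing: Single nominal dose of 5.6 µM per compound | Detection: Intracellular calcium via Fluo-8 no-wash fluorescent dye | Read-out: % inhibition of ATP-induced calcium mobilization | Benchmarks: Low control ATP plus DMSO, high control DMSO only | Replicates: Singlicate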
CHRM1 agonist – activates human CHRM1 receptor; CHO-K1 hM1, Fluo-8 calcium fluorescence, agonist mode; 0% DMSO, 100% acetylcholine EC100; activation, % at 3 µM; 360,000 tested, 0.33% active; AID 588814;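 active means activation above the run's mean compound activation plus 3 SD, cut at about 16% in these data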;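 further: peak over basal fluorescence ratio within a 140 s kinetic read after compound addition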
OXTR potentiate – human OXTR potentiation. activation, % at 3 µM. CHO-OTR cells, Fluo-8 calcium fluorescence, potentiator mode; 0% = oxytocin EC15, 100% = EC100. 320,000 tested, 0.061% active;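 active means activation above that plate's cutoff, the mean activation of tested compounds plus 3 SD, cut at about 6.6% in these data, passing the limit was not always enough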;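 further: 100% uses oxytocin at 75 nM as the full agonist control; some results filed as inactive read as strong as hits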
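assay system = CHO-OTR cells, human receptor | schedule = compound 6 min at room temperature before oxytocin, 100 s read | detection = Fluo-8 intracellular calcium fluorescence, ex 470-495, em 515-575 nm | evaluation = normalized max/min fluorescence ratio, % activation | control set = EC15 oxytocin alone as 0%, 75 nM oxytocin (EC100) as 100%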
M1 antag – antagonists of human M1 muscarinic receptor | P11229 | CHO-K1 hM1, Fluo-8 calcium fluorescence, ACh EC80 antagonist | inhibition, % at 3 µM | 360,000 tested, 1.3% active | AID 588852;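 active means percent inhibition above its own plate's cutoff, namely the mean of that plate's compound wells plus 3 SD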;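 further: peak over basal fluorescence ratio during 140 s after agonist addition; 0% = ACh EC80 plus DMSO and 100% = DMSO alone without agonist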
An asterisk follows results filed as active; / = no result given; & = joins results of further samples. The order is random; 3.7% or so of the library scored in one or more.

Values run as follows: CHRM1 agonist	OXTR potentiate	V1R ag counter	OXTR agonist	M1 PAM	TAAR1 antagonist	CHO parental Ca	M1 antag	TAAR1 ag
1: Cn1c(=O)c2cc(S(=O)(=O)NC(C(=O)NC3CCCCC3)c3ccccc3)ccc2n(C)c1=O (stereo not drawn)
  -3	/	/	/	6	6	/	-5	0
2: CCN(C(=O)COC(=O)/C=C/c1ccco1)C1CCCCC1
  -6	-3	0.0	-1.1	7	-4	-3	-12	0
3: Nc1c(C(=O)O)sc2nc(-c3ccccc3)cc(-c3ccc(F)cc3)c12
  -1	-2	-0.1	-0.1	12	-13	-16	-15	2
4: CN1CCN(c2nc3c(c(=O)n(C)c(=O)n3C)n2Cc2ccc(Cl)cc2)CC1
  -9	-15	0.3	-0.2	7	-12	-5	-20	0
5: COc1ccc(/C=N/NC(=O)CN2CCSCC2)c(OC)c1
  -6	-12	0.0	-1.3	11	10	-9	-6	-1
6: O=C(CN1C(=O)/C(=C2/SC(=S)N(CCS(=O)(=O)O)C2=O)c2ccccc21)Nc1cccc(C(F)(F)F)c1
  -6	-4	-0.2	-0.1	1	-21	-3	0	1
7: Cc1cc(C)nc(SC2CC(=O)N(c3ccc(C)c(C)c3)C2=O)n1 (stereo not drawn)
  -2	-15	0.7	0.3	10	-13	-14	-13	0
8: O=C(/C=C/c1cccnc1)c1ccccc1O
  -5	-6	2.1	0.4	16	0	-12	-6	7
9: CN(C)CCNC(=O)c1sc2cccc(F)c2c1Cl
  -5	-3	0.6	1.5	8	-9	-17	-8	1
10: COc1ccc(CNC(=O)C2CCN(S(=O)(=O)c3cccnc3)CC2)cc1
  -2	-10	-0.2	-0.9	7	-5	0	-5	0
11: O=C(Nc1ccc(Cl)cn1)C1CCN(S(=O)(=O)c2cccs2)CC1
  -1	-7	4.8	5.1	-3	14	-6	0	1
12: CCOC(=O)c1c(NC(=O)/C=C/C(=O)O)sc(C)c1-c1ccc(Cl)cc1
  -5	-3	-0.3	-0.6	9	-8	1	-10	10
13: CC1(C)C(=O)Nc2ccccc2N1C(=O)COC(=O)C12CC3CC(CC(O)(C3)C1)C2
  -2	-17	3.2	3.5	12	-1	8	-14	1
14: CCCCNC(=O)N1CCN(C(=O)C2CCCO2)CC1 (stereo not drawn)
  -3	-4	-0.1	-0.1	7	1	7	-1	3
15: O=C(COC(=O)CNC(=O)c1ccccc1)Nc1ccc(S(=O)(=O)N2CCOCC2)cc1
  -5	-5	-0.2	0.8	9	-8	-8	-10	0
16: CCOc1ccc(/C=N/NC(=O)C(=O)NCc2ccco2)cc1
  -12	-9	-2.1	-3.1	6	-20	-8	-10	-2
17: CCN(CC(=O)NCc1ccc(F)cc1)C(=O)COc1ccccc1[N+](=O)[O-]
  -1	-1	-0.2	0.9	6	3	-6	-7	11
18: Cc1nn(Cc2ccccc2)c(C)c1C(=O)NCCN1C(=O)S/C(=C\c2ccccc2)C1=O
  -8	-6	2.4	3.1	11	6	-29	-13	3
19: COc1ccc(C(C#N)=Cc2ccc(OC)c(OC)c2)cc1
  -6	/	/	/	3	-3	/	-4	-2
20: O=C(O)CS(=O)(=O)CC(=O)O
  -3	-1	0.0	-0.4	0	7	-2	0	12
21: CCOC(=O)C1(C)CCCN(C(=O)c2cccc3ccccc23)C1 (stereo not drawn)
  -2	/	/	/	4	-25	/	-15	3
22: Cc1ccccc1-n1c(C)nnc1SCC(=O)NNC(=O)c1ccccc1
  -7	-9	-0.9	0.6	6	-5	-6	-8	3
23: COc1ccc(C(=O)N2CCCCC2c2cc(C(=O)Nc3ccc(OC)cc3C)no2)cc1 (stereo not drawn)
  -6	/	/	/	7	-9	/	-16	2
24: Clc1cccc(/C=N/N2CCN(Cc3ccccc3)CC2)c1
  3	-6	-0.3	-2.1	15	-19	-2	-1	4
25: O=C1/C(=C\c2ccc(Br)cc2)SC(=S)N1NS(=O)(=O)c1ccccc1
  -2	4	1.0	5.4	7	-22	3	-10	3
26: N#CCc1nn2c3c(cnc2c1C#N)C(=O)CCC3
  -3	1	0.6	0.6	7	-28	-4	-6	3
27: COc1ccccc1CNC(=O)COC(=O)c1ccccn1
  1	1	0.4	0.9	6	-10	-2	-2	1
28: O=C(O)c1cccc(S(=O)(=O)N2CCN(Cc3ccc4c(c3)OCO4)CC2)c1
  -2	1	0.5	0.6	2	-17	-13	-7	2
29: Cc1ccc(NC(=O)CNC(=O)c2ccc(C)s2)nc1
  -2	5	-0.6	0.4	5	-2	-11	-9	1
30: Cn1c2ccccc2c(=O)c2c(=O)n(-c3ccc(F)cc3)c(-c3cccs3)nc21
  -9	2	0.2	-2.4	-6	-20	-28	20	5
31: CCCCNC(=O)C1(C)CCN1C(=O)c1cc2ccccc2s1 (stereo not drawn)
  -5	/	/	/	1	-21	/	-8	-2
32: CN(Cc1ccccc1)C(=S)NC(=O)C1CCCCC1
  -9	-1	-2.4	-2.1	2	11	10	-6	-2
33: O=C(C1CCCN(S(=O)(=O)c2ccccc2[N+](=O)[O-])C1)N1CCCC1 (stereo not drawn)
  -7	-2	-0.5	0.0	5	2	1	-4	0
34: Cc1cc(=S)nc(-c2ccccn2)[nH]1
  -6	-2	0.2	0.8	16	-35	-2	-15	3
35: CC(C)CC(CO)N1CCN(C(=O)c2ccccc2)CCC1=O (stereo not drawn)
  -4	4	-0.1	0.2	11	13	-5	-7	8
36: CCOc1ccc(/C=C2/SC(=S)N(CCC(=O)Nc3ccc(C(=O)O)cc3)C2=O)cc1
  0	-5	-0.3	-0.3	16	1	-4	-17	1
37: CC(C)c1ccc(C(C)NC(=O)C2CCCC2)cc1 (stereo not drawn)
  -3	-9	1.6	-2.4	1	10	-14	-3	4
38: CCCCn1c(SCC(=O)c2ccc3c(c2)OCCO3)nnc1-c1ccco1
  2	-10	0.8	0.2	10	10	-7	-30	9
39: CC(N)c1csc(Nc2ccc(C(=O)NCCO)cc2)n1 (stereo not drawn)
  -3	/	/	/	7	-16	/	-20	8
40: CCCOc1ccc(C(=O)NCc2cccnc2)cc1
  -4	-4	-0.3	-0.8	10	3	-9	-6	16
41: Cn1cc(/C=C(\NC(=O)c2ccccc2)C(=O)NCCCn2ccnc2)c2ccccc21
  -5	/	/	/	15	4	/	-25	1
42: Cc1ccc(-n2nc(C)c(/C=N/NC(=O)c3cccnc3)c2Cl)cc1
  -1	-12	-0.8	-0.4	-7	3	-7	6	2
43: CCCCNc1c(-c2cccc(SC3CCCCC3)c2)nc2ccc(Cl)cn12
  -2	-5	-0.5	-1.2	13	26&12	-40	-9	3&-1
44: CC(CN1C(C)CCCC1C)OC(=O)c1ccccc1Br (stereo not drawn)
  -8	-2	0.2	-0.4	-3	2	-22	-7	2
45: CN(/C=C/C(=O)C(F)(F)F)Cc1ccccc1
  -7	-1	1.1	0.9	10	-2	-5	-15	3
46: CC(=O)CSc1ccc(C(=O)O)cn1
  -8	-2	0.5	-0.3	8	-14	-1	-2	1
47: COCCN(C(=S)Nc1ccccc1C)C(C)c1cccs1 (stereo not drawn)
  -8	-9	0.9	-0.2	5	-12	5	-9	6
48: O=C(Cn1c(=O)oc2ccccc21)Nc1ccc(S(=O)(=O)N2CCCCC2)cc1
  -2	-8	7.7	2.0	2	3	-6	-18	26
49: C1CCc2c(nnc3c2-c2nonc2CC3)C1
  1	-8	-0.1	0.0	2	-17	-11	5	11
50: CCOC(=O)N1CCN(CC(=O)Nc2ccc(OC)cc2)CC1
  -1	-17	0.1	0.3	7	4	-4	-5	1

(list continues)
Values run as follows: CHRM1 agonist	OXTR potentiate	V1R ag counter	OXTR agonist	M1 PAM	TAAR1 antagonist	CHO parental Ca	M1 antag	TAAR1 ag
51: O=C(Nc1ccc(Cl)c(Cl)c1)OCCNC(=O)c1cccc(Cl)c1
  1	-20	3.9	4.7	0	25	40*	11	7
52: COC(=O)c1ccc(Nc2nc(-c3ccncc3)nc3ccccc23)cc1
  -3	-14	1.1	-0.7	11	-8	-18	-14	6
53: C=CCOC(=O)C1=C(C)NC(C)=C(C(=O)OCC=C)C1c1cn(-c2ccccc2)nc1-c1ccco1
  -4	-1	-1.1	-1.5	-5	-9	-19	10	1
54: COC(=O)C1=C(C)N(Cc2ccco2)C(=O)C1
  -2	-9	1.3	0.1	4	15	-12	-29	4
55: COC(=O)CC1Oc2ccccc2N(Cc2ccccc2)C1=O (stereo not drawn)
  -10	0	-0.7	-1.9	10	-4	-18	-11	-2
56: COc1cccc(NC(=O)CCNC(=O)Cn2ccc3ccccc3c2=O)c1
  -1	-12	0.8	-0.7	8	2	-11	-11	1
57: Cc1ccc(-c2nc3cccnc3s2)cc1NC(=O)C1c2ccccc2Oc2ccccc21
  -3	/	/	/	-1	-22	/	-3	2
58: Clc1ss/c(=N\c2ccccn2)c1Cl
  -4	-11	0.0	-0.5	3	-20	-8	-7	6
59: CN(NC(=O)c1ccccc1)C1=NS(=O)(=O)c2ccccc21
  -5	4	3.1	0.7	-3	10	-2	2	3
